# Bioassay records: PubChem BioAssay, Broad Institute
# NSD2 block = inhibitors of human NSD2, primary screen, biochemical, plate reader, single point; inhibition, % at 12.5 µM; hit rate 0.07% among 44,000; Histone-lysine N-methyltransferase NSD2 (Homo sapiens), O96028; NSD2-SET H3K36me1 DELFIA fluorescence; in the data active means inhibition above about 54%, passing the limit was not always enough;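 further: inhibitors reduce the monomethyl H3K36 fluorescence signal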
# An asterisk follows results filed as active. Some of the compounds tested; rates above refer to the full screens.
SMILES,NSD2 block
CNC[C@@H]1Oc2ccc(NC(=O)NC3CCCCC3)cc2CC(=O)N([C@@H](C)CO)C[C@H]1C,-5.6
C[C@H]1CN([C@@H](C)CO)C(=O)c2cc(C#CCc3ccccc3)cnc2O[C@@H]1CN(C)Cc1cccnc1,7.0
C[C@H](CO)N1C[C@H](C)[C@H](CN(C)Cc2ccc(C(F)(F)F)cc2)Oc2ccc(NS(=O)(=O)c3cn(C)cn3)cc2C1=O,19.7
C[C@@H]1CN([C@@H](C)CO)S(=O)(=O)c2ccc(-c3ccccc3F)cc2O[C@H]1CN(C)Cc1ccncc1,10.7
COc1ccc(S(=O)(=O)N(C)C[C@H]2OCCCC[C@@H](C)Oc3ccc(NS(=O)(=O)c4c(C)noc4C)cc3C(=O)N([C@@H](C)CO)C[C@@H]2C)cc1,-2.4
C[C@@H]1CN([C@H](C)CO)C(=O)c2cc(C#CCN(C)C)cnc2O[C@H]1CN(C)C(=O)CCN1CCCCC1,0.1
C[C@H]1CCCCO[C@@H](CN(C)Cc2ccc(C(F)(F)F)cc2)[C@@H](C)CN([C@@H](C)CO)C(=O)c2cc(NC(=O)CCC(F)(F)F)ccc2O1,-7.4
COc1ccc(NC(=O)N(C)C[C@@H]2Oc3ccc(NC(=O)NC(C)C)cc3CC(=O)N([C@@H](C)CO)C[C@H]2C)cc1,1.6
Cc1noc(C)c1S(=O)(=O)N(C)C[C@H]1Oc2ccc(NC(=O)NC(C)C)cc2CC(=O)N([C@H](C)CO)C[C@H]1C,2.1
C[C@@H]1CN([C@H](C)CO)S(=O)(=O)c2ccc(C#CC3(O)CCCC3)cc2O[C@H]1CN(C)C(=O)Cc1cccnc1,-3.6
Cn1cnc(S(=O)(=O)N[C@@H]2CC[C@H](CC(=O)N3CCN(c4ccccc4)CC3)O[C@H]2CO)c1,5.7
O=C(C[C@H]1C[C@H]2c3cc(NC(=O)CC4CC4)ccc3O[C@H]2[C@@H](CO)O1)NCc1ccncc1,0.8
CN1C(=O)C2C=CC=CC2N=C1SCc1ccccc1F (stereo not drawn),0.4
C[C@@H]1CN([C@@H](C)CO)C(=O)c2cccc(NS(=O)(=O)c3cn(C)cn3)c2O[C@H]1CN(C)S(=O)(=O)c1ccc(Cl)cc1,2.3
COc1cccc(-c2cnc3c(c2)C(=O)N([C@H](C)CO)C[C@@H](C)[C@H](CN(C)C(=O)CN(C)C)O3)c1,6.7
C[C@H]1CN([C@@H](C)CO)C(=O)Cc2cc(NC(=O)Nc3ccc(F)cc3)ccc2O[C@H]1CN(C)CC1CCCCC1,0.3
C[C@H]1CN([C@@H](C)CO)C(=O)c2cc(NC(=O)CCCN(C)C)ccc2O[C@H]1CN(C)S(=O)(=O)c1cccs1,-1.6
Cc1cc(C(=O)Nc2cccc3c2O[C@@H](CN(C)S(=O)(=O)c2ccc(Cl)cc2)[C@@H](C)CN([C@@H](C)CO)C3=O)n(C)n1,-5.9
CC(C)NC(=O)Nc1ccc2c(c1)C(=O)N([C@H](C)CO)C[C@H](C)[C@@H](CN(C)Cc1ccncc1)OCCCC[C@H](C)O2,2.0
C[C@@H]1CN([C@H](C)CO)C(=O)Cc2cc(NC(=O)Nc3ccc(F)cc3)ccc2O[C@H]1CN(C)Cc1ccc(Cl)c(Cl)c1,-5.0
COc1ccccc1N1CCN(CCCCN2C(=O)c3ccccc3C2=O)CC1,-0.1
C[C@@H]1CCCCO[C@H](CN(C)Cc2ccc3c(c2)OCO3)[C@H](C)CN([C@@H](C)CO)C(=O)c2cc(NS(=O)(=O)c3cn(C)cn3)ccc2O1,-4.2
CC(C)[C@H](CO)Nc1nc(Nc2ccc(C(=O)O)c(Cl)c2)c2ncn(C(C)C)c2n1,3.3
C[C@H](CO)N1C[C@H](C)[C@H](CN(C)Cc2ccncc2)Oc2ccc(NS(=O)(=O)c3ccccc3)cc2C1=O,0.8
O=C(NO)c1cccc(C(=O)N/N=C/c2cc(Br)ccc2O)c1,11.8
# The results go on:
SMILES,NSD2 block
C[C@@H]1CN([C@@H](C)CO)C(=O)c2cc(C#CC3CCCCC3)cnc2O[C@H]1CN(C)S(=O)(=O)c1ccccc1,-5.4
C[C@@H]1CCCCO[C@H](CN(C)S(=O)(=O)c2ccccc2)[C@@H](C)CN([C@H](C)CO)C(=O)c2cc(NS(=O)(=O)c3ccc(F)cc3)ccc2O1,1.7
C[C@H]1CN([C@@H](C)CO)S(=O)(=O)c2ccc(C#Cc3ccccn3)cc2O[C@H]1CN(C)Cc1ccc(F)cc1,1.9
CCC(=O)N(C)C[C@@H]1Oc2ncc(C#CCc3ccccc3)cc2C(=O)N([C@H](C)CO)C[C@H]1C,-13.4
Cc1noc(C)c1S(=O)(=O)Nc1ccc2c(c1)C(=O)N([C@H](C)CO)C[C@H](C)[C@H](CN(C)C(=O)c1ccccc1)OCCCC[C@H](C)O2,0.6
C[C@@H]1CN([C@@H](C)CO)C(=O)c2cccc(NS(=O)(=O)c3cn(C)cn3)c2O[C@@H]1CN(C)S(=O)(=O)c1ccc(F)cc1,0.5
COc1ccc(CN(C)C[C@H]2Oc3c(NC(=O)NC4CCCCC4)cccc3C(=O)N([C@H](C)CO)C[C@H]2C)cc1,3.3
C[C@H](CO)N1C[C@H](C)[C@@H](CN(C)C(=O)NC2CCCCC2)Oc2ccc(NC(=O)c3ccncc3)cc2C1=O,47.7
C[C@H](CO)N1C[C@H](C)[C@H](CN(C)S(=O)(=O)CC(F)(F)F)OCc2ccccc2-c2ccccc2C1=O,6.6
CC(C)NC(=O)Nc1ccc2c(c1)CC(=O)N([C@@H](C)CO)C[C@H](C)[C@H](CN(C)Cc1ccc(Cl)c(Cl)c1)O2,5.2
CC(C)NC(=O)N(C)C[C@H]1Oc2ccc(NS(=O)(=O)c3cn(C)cn3)cc2C(=O)N([C@@H](C)CO)C[C@H]1C,3.0
CCc1cc(C(C)=O)c(O)cc1OCCCCCC(C)(C)c1nn[nH]n1,-3.3
C[C@@H]1CN([C@H](C)CO)C(=O)Cc2cc(NC(=O)Nc3ccc(C(F)(F)F)cc3)ccc2O[C@H]1CN(C)S(=O)(=O)c1ccccc1,-6.1
CC1CN(c2nc3ccccc3nc2SCC(=O)NCc2ccccc2Cl)CC(C)O1 (stereo not drawn),-4.8
C[C@@H]1CN([C@@H](C)CO)C(=O)c2cc(NC(=O)CCN3CCOCC3)ccc2O[C@@H]1CN(C)C(=O)Nc1ccc2c(c1)OCO2,-0.8
CNC[C@H]1Oc2ncc(C#CC3CCCCC3)cc2C(=O)N([C@H](C)CO)C[C@H]1C,10.6
C[C@H]1CN([C@@H](C)CO)C(=O)Cc2cc(NC(=O)Nc3ccc(F)cc3)ccc2O[C@@H]1CN(C)S(=O)(=O)c1cccs1,-6.0
CC(C)NC(=O)N(C)C[C@H]1OCCCC[C@H](C)Oc2ccc(NC(=O)Nc3cccc4ccccc34)cc2C(=O)N([C@H](C)CO)C[C@@H]1C,0.9
CCC(=O)N(C)C[C@H]1Oc2ncc(C#Cc3cccnc3)cc2C(=O)N([C@@H](C)CO)C[C@H]1C,7.0
COc1ccc([Si](C)(C)[C@H]2[C@H](CCO)O[C@@]3(C(=O)N(Cc4ccc(N5CCOC5=O)cc4)c4ccccc43)[C@@H]2C)cc1,-0.4
CC(C)C#Cc1ccc2c(c1)O[C@H](CN(C)C(=O)NC(C)C)[C@H](C)CN([C@H](C)CO)S2(=O)=O,2.5
C[C@@H]1CN([C@H](C)CO)S(=O)(=O)c2ccc(-c3cncnc3)cc2O[C@H]1CN(C)C(=O)CC1CC1,-0.7
C[C@@H]1CCCCO[C@H](CN(C)Cc2ccccc2)[C@H](C)CN([C@H](C)CO)C(=O)c2cc(NS(C)(=O)=O)ccc2O1,-2.2
C[C@@H]1CN([C@@H](C)CO)C(=O)c2cccc(NC(=O)c3cnccn3)c2O[C@H]1CN(C)C,-0.7
Cc1noc(C)c1NC(=O)Nc1ccc2c(c1)C(=O)N([C@H](C)CO)C[C@@H](C)[C@H](CN(C)Cc1ccc(C(=O)O)cc1)O2,2.0

# Sorted by the number under NSD2 block (highest first): four from the list above.
SMILES,NSD2 block
C[C@H]1CN([C@@H](C)CO)S(=O)(=O)c2ccc(C#Cc3ccccn3)cc2O[C@H]1CN(C)Cc1ccc(F)cc1,1.9
CC(C)NC(=O)N(C)C[C@H]1OCCCC[C@H](C)Oc2ccc(NC(=O)Nc3cccc4ccccc34)cc2C(=O)N([C@H](C)CO)C[C@@H]1C,0.9
Cc1noc(C)c1S(=O)(=O)Nc1ccc2c(c1)C(=O)N([C@H](C)CO)C[C@H](C)[C@H](CN(C)C(=O)c1ccccc1)OCCCC[C@H](C)O2,0.6
C[C@@H]1CN([C@H](C)CO)S(=O)(=O)c2ccc(-c3cncnc3)cc2O[C@H]1CN(C)C(=O)CC1CC1,-0.7

# The listing continues:
SMILES,NSD2 block
CCOC(=O)c1c(C)noc1-c1csc(Nc2c(C)cc(C)cc2C)n1,1.2
Cc1noc(C)c1S(=O)(=O)Nc1cccc2c1O[C@H](CN(C)Cc1ccc3c(c1)OCO3)[C@H](C)CN([C@H](C)CO)C2=O,1.5
Cc1ccccc1-c1ccc2c(c1)O[C@@H](CN(C)C(=O)c1ccccn1)[C@@H](C)CN([C@H](C)CO)S2(=O)=O,1.2
C[C@H]1CN([C@@H](C)CO)C(=O)c2cc(NC(=O)Nc3ccc(C(F)(F)F)cc3)ccc2O[C@@H]1CN(C)CC1CCCCC1,3.4
C[C@@H]1CN([C@@H](C)CO)C(=O)c2c(c3ccccc3n2C)-c2ccccc2CO[C@@H]1CN(C)S(=O)(=O)c1ccsc1,1.2
C[C@@H]1CN([C@@H](C)CO)C(=O)c2cc(NS(=O)(=O)c3cn(C)cn3)ccc2O[C@@H](C)CCCCO[C@H]1CN(C)Cc1ccc(C(=O)O)cc1,0.8
C[C@@H]1CN([C@H](C)CO)C(=O)c2cc(NC(=O)Nc3ccccc3)ccc2O[C@@H]1CN(C)S(=O)(=O)c1cn(C)cn1,-4.7
C[C@@H]1CN([C@@H](C)CO)S(=O)(=O)c2ccc(C#Cc3ccccc3)cc2O[C@H]1CN(C)S(=O)(=O)c1ccccc1F,-0.3
COc1ccccc1CN(C)C[C@H]1OCc2cn(nn2)CCCC(=O)N([C@H](C)CO)C[C@@H]1C,3.4
C[C@@H]1CCCCO[C@@H](CN(C)Cc2ccc(Cl)c(Cl)c2)[C@@H](C)CN([C@@H](C)CO)C(=O)c2cc(NC(=O)Nc3ccc4c(c3)OCO4)ccc2O1,-9.4
CC(C)c1ccc2c(c1)CCC1[C@](C)(CN)CCC[C@]21C (stereo partly drawn),0.3
CS(=O)(=O)Nc1ccc2c(c1)[C@@H]1C[C@H](CC(=O)NCc3ccc(Cl)cc3)O[C@@H](CO)[C@@H]1O2,2.0
C[C@@H]1CN([C@@H](C)CO)C(=O)c2cccc(NC(=O)c3nc4ccccc4s3)c2O[C@H]1CN(C)Cc1ccc(C(=O)Nc2ccccc2N)cc1,0.5
COc1ccc(S(=O)(=O)N(C)C[C@@H]2Oc3ccc(NC(=O)Nc4ccc(C(F)(F)F)cc4)cc3CC(=O)N([C@H](C)CO)C[C@H]2C)cc1,-2.5
COc1ccc(CN(C)C[C@@H]2OCCCC[C@@H](C)Oc3ccc(NS(=O)(=O)c4ccc(C)cc4)cc3C(=O)N([C@@H](C)CO)C[C@H]2C)cc1,0.6
CCC(=O)N(C)C[C@@H]1Oc2cc(C#CC(C)(C)O)ccc2S(=O)(=O)N([C@@H](C)CO)C[C@@H]1C,19.6
C[C@H]1CN([C@@H](C)CO)C(=O)c2cc(N(C)C)ccc2O[C@H]1CN(C)Cc1ccc(-c2ccccc2)cc1,-5.4
COc1ccc(-n2c(SCc3nc4ccccc4s3)nnc2-c2cccnc2)cc1,6.4
COc1ccc(NC(=O)N(C)C[C@H]2Oc3ccc(NC(=O)Nc4cccc5ccccc45)cc3CC(=O)N([C@@H](C)CO)C[C@H]2C)cc1,-1.8
Cc1noc(C)c1NC(=O)N(C)C[C@H]1Oc2c(NC(=O)C3CC3)cccc2C(=O)N([C@H](C)CO)C[C@@H]1C,-8.5
COCC#Cc1cnc2c(c1)C(=O)N([C@H](C)CO)C[C@H](C)[C@@H](CN(C)Cc1ccc3c(c1)OCO3)O2,0.9
Brc1ccc(-c2cnc3ccccc3n2)s1,1.5
COc1ccc(S(=O)(=O)N(C)C[C@H]2OCCCC[C@@H](C)Oc3ccc(NC(=O)c4ccncc4)cc3C(=O)N([C@@H](C)CO)C[C@H]2C)cc1,0.3
C[C@H](CO)N1C[C@H](C)[C@H](CN(C)S(=O)(=O)Cc2ccccc2)OCc2ccccc2-c2c(n(C)c3ccccc23)C1=O,-4.2
O=C(C[C@@H]1C[C@H]2c3cc(NC(=O)c4cccnc4)ccc3O[C@H]2[C@H](CO)O1)NCc1ccccn1,-1.3
Cc1noc(C)c1NC(=O)Nc1cccc2c1O[C@@H](CN(C)S(C)(=O)=O)[C@H](C)CN([C@@H](C)CO)C2=O,0.7
C[C@@H]1CCCCO[C@H](CN(C)C(=O)NC2CCCCC2)[C@@H](C)CN([C@H](C)CO)C(=O)c2cc(N(C)C)ccc2O1,-8.5
C[C@@H]1CN([C@@H](C)CO)C(=O)c2cccc(NC(=O)Nc3ccc4c(c3)OCO4)c2O[C@@H]1CN(C)S(C)(=O)=O,0.1
Cc1noc(C)c1NC(=O)N(C)C[C@@H]1Oc2ccc(NS(=O)(=O)c3c(C)noc3C)cc2C(=O)N([C@@H](C)CO)C[C@@H]1C,11.8
C[C@@H]1CCCCO[C@@H](CN(C)C(=O)NC2CCCCC2)[C@H](C)CN([C@H](C)CO)C(=O)c2cc(NC(=O)Nc3cccc4ccccc34)ccc2O1,-2.2

# Arranged by SMILES length (smallest number first): some entries from above.
SMILES,NSD2 block
COc1ccccc1CN(C)C[C@H]1OCc2cn(nn2)CCCC(=O)N([C@H](C)CO)C[C@@H]1C,3.4
CS(=O)(=O)Nc1ccc2c(c1)[C@@H]1C[C@H](CC(=O)NCc3ccc(Cl)cc3)O[C@@H](CO)[C@@H]1O2,2.0
C[C@@H]1CN([C@@H](C)CO)C(=O)c2cccc(NC(=O)Nc3ccc4c(c3)OCO4)c2O[C@@H]1CN(C)S(C)(=O)=O,0.1
